Screening data: PubChem, several laboratories
TLR9-MyD88 inh: inhibitors of TLR9-MyD88 association in cells, primary screen, cell-based, CHO, BLA complementation, fluorescence; Toll-like receptor 9 (Homo sapiens) + Myeloid differentiation primary response protein …; CCF4 FRET ratio; inhibition, % at 4.98 µM; 340,000 tested, 0.21% active; AID 504734, 2011;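 active means inhibition above the mean over all tested compounds plus 3 SD, cut at about 21% in these data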;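 further: 0% = DMSO only wells and 100% = clavulanate BLA inhibitor control wells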
TWEAK-Fn14 inh: inhibitors of TWEAK-Fn14 signaling, primary screen, luciferase reporter cells, uHTS; TWEAK-stimulated Fn14 reporter cells, luciferase luminescence, 8 h; inhibition, % at 10 µM; 360,000 tested, 2% active; in the data active means inhibition above about 50%
NCOA2 inhibitor: inhibition of GAL4-SRC2 driven luciferase reporter, primary screen, SRC2 inhibitor project, cell-based, luminescence. HEK293 GAL4-SRC2 luciferase reporter. 370,000 tested, 0.17% active. AID 651957, 2012. Nuclear receptor coactivator 2 (Homo sapiens), Q15596. inhibition, % at 9 µM;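 active means inhibition above the mean inhibition of all tested compounds plus 3 SD, set per campaign, cut at about 52% in these data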;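 further: 0% = DMSO treated cells and 100% = cells given Gossypol at 36 µM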
Target sequence (Q15596 whole entry, looked up, the tested form may be a part): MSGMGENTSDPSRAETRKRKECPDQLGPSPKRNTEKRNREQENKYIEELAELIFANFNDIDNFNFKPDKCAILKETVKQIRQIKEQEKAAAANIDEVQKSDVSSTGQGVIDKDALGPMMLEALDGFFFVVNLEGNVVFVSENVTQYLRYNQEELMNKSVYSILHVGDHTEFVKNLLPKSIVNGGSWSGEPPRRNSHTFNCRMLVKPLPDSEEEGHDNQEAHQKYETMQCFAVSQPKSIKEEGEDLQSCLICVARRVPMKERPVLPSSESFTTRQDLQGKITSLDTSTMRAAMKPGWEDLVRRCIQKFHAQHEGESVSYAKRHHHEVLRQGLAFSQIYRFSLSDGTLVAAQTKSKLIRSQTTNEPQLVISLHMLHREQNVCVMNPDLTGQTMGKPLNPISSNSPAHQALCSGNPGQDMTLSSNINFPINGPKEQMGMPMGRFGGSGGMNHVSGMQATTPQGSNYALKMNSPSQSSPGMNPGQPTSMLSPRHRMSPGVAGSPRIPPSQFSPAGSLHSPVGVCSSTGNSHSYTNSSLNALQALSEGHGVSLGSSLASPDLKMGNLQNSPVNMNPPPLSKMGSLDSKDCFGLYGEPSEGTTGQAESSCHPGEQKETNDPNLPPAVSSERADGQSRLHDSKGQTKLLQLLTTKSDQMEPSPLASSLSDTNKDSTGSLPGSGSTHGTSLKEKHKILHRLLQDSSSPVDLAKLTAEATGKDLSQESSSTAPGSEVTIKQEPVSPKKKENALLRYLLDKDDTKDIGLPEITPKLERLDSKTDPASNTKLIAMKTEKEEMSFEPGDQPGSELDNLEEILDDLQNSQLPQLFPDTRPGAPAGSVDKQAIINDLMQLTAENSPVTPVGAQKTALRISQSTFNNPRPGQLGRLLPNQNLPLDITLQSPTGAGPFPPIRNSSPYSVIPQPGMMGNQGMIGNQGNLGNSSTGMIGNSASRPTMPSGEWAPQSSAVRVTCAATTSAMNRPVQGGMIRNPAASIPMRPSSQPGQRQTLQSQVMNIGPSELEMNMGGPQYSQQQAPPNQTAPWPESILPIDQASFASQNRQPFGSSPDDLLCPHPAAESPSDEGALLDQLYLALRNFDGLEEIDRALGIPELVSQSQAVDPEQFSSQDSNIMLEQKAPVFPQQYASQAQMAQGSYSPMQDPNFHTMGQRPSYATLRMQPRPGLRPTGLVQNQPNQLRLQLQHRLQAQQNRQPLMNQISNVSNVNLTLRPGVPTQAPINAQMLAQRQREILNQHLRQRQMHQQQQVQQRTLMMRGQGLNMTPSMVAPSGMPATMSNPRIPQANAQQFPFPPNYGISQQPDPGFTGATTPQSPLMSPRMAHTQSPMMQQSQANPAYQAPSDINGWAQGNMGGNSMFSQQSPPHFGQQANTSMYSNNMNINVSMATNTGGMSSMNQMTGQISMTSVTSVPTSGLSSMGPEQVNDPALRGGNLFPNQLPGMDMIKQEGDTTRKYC
NCOA1 inh: SRC1 coactivator transcriptional activity inhibitors, primary screen, cell-based, luminescence | Nuclear receptor coactivator 1 (Homo sapiens), Q15788 | HEK293 GAL4-SRC1 luciferase reporter | inhibition, % at 3.6 µM | 360,000 tested, 0.12% active;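 active means inhibition above the campaign mean plus 3 SD, with each screening campaign given its own cutoff, cut at about 60% in these data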;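 further: 0% = DMSO treated cells and 100% = gossypol at 36 µM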
EBV LMP1 NFkB: EBV LMP1-driven NF-kappaB luciferase reporter inhibitors, primary screen, cell-based, luminescence, single point; AID 504558, 2011; 350,000 tested, 0.69% active; LMP1-induced NF-kappaB luciferase reporter cells; inhibition, % at 12.5 µM; in the data active means inhibition above about 41%;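 further: 0% = neutral control wells and 100% = reference inhibitor control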
C8 TRAIL sens: viability loss with TRAIL in NB7+C8 cells, primary screen, TRAIL sensitizer project, cell-based, ATPlite luminescence; inhibition (viability loss, TRAIL sensitization), % at 10 µM; 360,000 tested, 1% active;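 active means compounds causing at least 50% loss of cell viability in the single-dose screen, relative to plate controls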
NCOA3 inh: SRC3 coactivator transcriptional activity inhibitors, primary screen, cell-based, luminescence. HEK293 GAL4-SRC3 luciferase reporter. inhibition, % at 3.6 µM. 360,000 tested, 0.17% active;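 active means inhibition above a per-campaign cutoff, the mean of all compounds plus 3 SD, cut at about 60% in these data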;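 further: 0% = DMSO-treated cells and 100% = gossypol-treated cells at 36 µM; higher means less SRC3-driven luciferase light from the GAL4 reporter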
NR5A2 inv ag: LRH-1 (NR5A2) inverse agonists, primary screen, cell-based, luminescence, HEK293T, StAR-luciferase reporter | inhibition, % at 3.6 µM | 360,000 tested, 0.13% active | Nuclear receptor subfamily 5 group A member 2 (Homo sapiens), O00482 | LRH-1 transfected, 24 h;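 active means inhibition above the mean inhibition of all tested compounds plus 3 SD, cut at about 73% in these data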;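 further: 0% = DMSO wells and 100% = reporter-only cells lacking LRH-1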
NR2F2 inh: NR2F2 transcriptional activity inhibitors, primary screen, cell-based, luciferase reporter, HEK293T, luminescence; inhibition, % at 8.6 µM; AID 686940, 2013; HEK293T NGFI-A luciferase reporter; 370,000 tested, 0.7% active;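 active means inhibition above a per-plate cutoff, mean inhibition of test wells between control levels plus 3 SD, cut at about 38% in these data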;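 further: cells cotransfected with COUP-TFII expression vector driving the NGFI-A reporter; 0% = median of COUP-TF2 test wells and 100% = reporter-only cells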
NOD2-RIPK2 inh: NOD2-RIPK2 binding disruptors in cells, primary screen, fluorescence, CHO cells, BLA complementation | Receptor-interacting serine/threonine-protein kinase 2 (Homo sapiens), O43353 | CCF4 ratio | inhibition, % at 4.98 µM | 360,000 tested, 0.38% active; in the data active means inhibition above about 21%;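 further: 0% = vehicle only and 100% = reference blocker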
TROY signal inh: inhibitors of TROY-driven NF-kB signaling, primary screen, Q293 LMP1-TROYcd cells, NF-kB luciferase, uHTS; inhibition, % at 10 µM; Q293 LMP1-TROYcd NF-kB luciferase reporter, 4 h; 360,000 tested, 0.98% active;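 active means compounds whose plate-normalised and pattern-corrected inhibition of the luciferase reporter signal at the single screening dose is 50% or more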
* marks the source's active call; other numbers are inactive results; / = not tested or not shown. An excerpt; count on the stated rates, not on these rows.

item	SMILES	NCOA3 inh	TWEAK-Fn14 inh	NR2F2 inh	NCOA1 inh	TROY signal inh	EBV LMP1 NFkB	TLR9-MyD88 inh	NOD2-RIPK2 inh	NR5A2 inv ag	C8 TRAIL sens	NCOA2 inhibitor
1	CCOC(=O)C1=C(C)N=c2s/c(=C/c3cccc([N+](=O)[O-])c3O)c(=O)n2C1c1cc(OC)c(OC)c(OC)c1 (configuration not stated)	-9	18	-10	-34	-5	1	-12	-1	0	-10	-13
2	CC(C)(C)c1ccc(S(=O)(=O)NCC(=O)N2CCN(Cc3ccccc3)CC2)cc1	7	-1	14	6	-18	8	6	4	31	3	2
3	CCC(=O)NC(=S)NNC(=O)c1ccc(NC(=O)c2ccccc2)cc1	-10	-4	-25	-15	-2	6	0	-9	-9	44	-51
4	CCC1=Nc2cc(C(=O)NCc3ccco3)ccc2Sc2ccc(Cl)cc21	-20	37	9	1	10	7	1	11	22	-15	18
5	CC1=NN2C(=N)/C(=C\c3ccc(SCc4ccccc4)o3)C(=O)N=C2S1	-1	-4	5	5	-25	-5	10	-3	-5	-4	8
6	O=[N+]([O-])c1ccc(N2CCN(CCOCCO)CC2)c([N+](=O)[O-])c1	0	-2	-10	-4	3	-4	-4	-8	7	-2	-22
7	COc1cccc(NC(=S)NCc2ccco2)c1	-7	-2	14	-11	-13	-5	6	2	-20	0	-16
8	Cc1ccc(NC2CCCN(C(=O)CCN3CCOCC3)C2)cc1C (configuration not stated)	13	4	2	4	-10	6	-1	-22	20	-4	5
9	Cc1c(C(=O)Nc2ccc3c(c2)OCCO3)oc2ccc(Br)cc12	-17	-47	-25	-37	-46	-37	11	-41	-64	3	-24
10	COc1cc(/C=C2\SC(=O)N(CC(=O)Nc3cccc(C)c3)C2=O)ccc1OC(C)C(=O)O (configuration not stated)	-16	-2	15	-29	5	-7	-1	1	-7	-3	-10
11	O=C(c1ccc(O)cc1)c1ccc(C(=O)O)c(C(=O)O)c1	2	-9	-9	-13	5	-2	-7	7	2	-17	-4
12	CCN(c1ccc(OCC(=O)OCC(=O)c2c(N)n(C)c(=O)n(C)c2=O)cc1)S(=O)(=O)c1ccccc1	10	-11	12	10	12	0	-5	-13	-29	-10	-1
13	N/C(=N\OC(=O)c1ccco1)c1cccc(Br)c1	-137	3	-41	-114	-21	-39	-7	-3	-118	0	-27
14	CN(CC(=O)Nc1ccc(Cl)cc1)C(=O)CNC(=O)Cc1cccc2ccccc12	8	-19	6	-4	3	-22	2	-17	-15	1	-4
15	NC(=O)c1ccc(N=Cc2ccc([N+](=O)[O-])s2)cc1	-8	11	-12	2	-8	-19	4	-10	0	-10	-3
16	CCCC(=O)NCCc1nc2ccccc2n1C	7	-1	0	0	-26	-2	-5	3	-7	-32	-5
17	CCOC(=O)C1(C(=O)OCC)NC(=O)CC1CC(C)C (configuration not stated)	-5	-24	-10	-12	0	3	-1	-1	1	-2	-24
18	C/C=C(\C)CN1CCCC(CO)(Cc2ccccc2)C1 (configuration not stated)	21	-8	-1	21	7	-4	-5	-8	4	10	14
19	Cc1ccc2nc(SCC(=O)Nc3ccc(F)cc3F)[nH]c2c1	13	-8	-12	4	-11	-9	-3	0	-10	13	18
20	O=C(CCc1nc2ccccc2c(=O)[nH]1)OCc1ccc(-c2ccccc2)cc1	-1	5	-9	-11	0	8	-12	6	6	2	-6
21	CS(=O)(=O)NCCSCc1c(Cl)cccc1Cl	-20	4	-11	9	-8	-1	1	-1	2	2	7
22	COCCNC(=O)CN(C(=O)CCC(=O)Nc1ccccn1)c1ccc(OC)cc1	-15	17	16	4	-3	0	-4	1	-21	0	-28
23	OCC1(Cc2ccccc2)CCN(Cc2cnc(-c3ccc(Cl)cc3)nc2)CC1	-17	37	43*	-21	-5	7	-1	1	-18	14	-50
24	O=[N+]([O-])c1ncn(Cc2c(Cl)cccc2Cl)n1	6	4	6	-1	9	2	7	2	6	-2	19
25	CCCCCCc1nc2c(=O)[nH]c3ccccc3c2o1	-11	-8	-5	-6	-22	-12	-6	11	8	1	1

Arranged by count of non-hydrogen atoms (lowest first): 9 of the compounds above.
item	SMILES	NCOA3 inh	TWEAK-Fn14 inh	NR2F2 inh	NCOA1 inh	TROY signal inh	EBV LMP1 NFkB	TLR9-MyD88 inh	NOD2-RIPK2 inh	NR5A2 inv ag	C8 TRAIL sens	NCOA2 inhibitor
21	CS(=O)(=O)NCCSCc1c(Cl)cccc1Cl	-20	4	-11	9	-8	-1	1	-1	2	2	7
13	N/C(=N\OC(=O)c1ccco1)c1cccc(Br)c1	-137	3	-41	-114	-21	-39	-7	-3	-118	0	-27
15	NC(=O)c1ccc(N=Cc2ccc([N+](=O)[O-])s2)cc1	-8	11	-12	2	-8	-19	4	-10	0	-10	-3
25	CCCCCCc1nc2c(=O)[nH]c3ccccc3c2o1	-11	-8	-5	-6	-22	-12	-6	11	8	1	1
11	O=C(c1ccc(O)cc1)c1ccc(C(=O)O)c(C(=O)O)c1	2	-9	-9	-13	5	-2	-7	7	2	-17	-4
9	Cc1c(C(=O)Nc2ccc3c(c2)OCCO3)oc2ccc(Br)cc12	-17	-47	-25	-37	-46	-37	11	-41	-64	3	-24
8	Cc1ccc(NC2CCCN(C(=O)CCN3CCOCC3)C2)cc1C (configuration not stated)	13	4	2	4	-10	6	-1	-22	20	-4	5
23	OCC1(Cc2ccccc2)CCN(Cc2cnc(-c3ccc(Cl)cc3)nc2)CC1	-17	37	43*	-21	-5	7	-1	1	-18	14	-50
14	CN(CC(=O)Nc1ccc(Cl)cc1)C(=O)CNC(=O)Cc1cccc2ccccc12	8	-19	6	-4	3	-22	2	-17	-15	1	-4

Continued.
item	SMILES	NCOA3 inh	TWEAK-Fn14 inh	NR2F2 inh	NCOA1 inh	TROY signal inh	EBV LMP1 NFkB	TLR9-MyD88 inh	NOD2-RIPK2 inh	NR5A2 inv ag	C8 TRAIL sens	NCOA2 inhibitor
26	Cc1nn(-c2ccccc2)c(C)c1CN(C)C(=O)c1ccc(S(=O)(=O)NCc2ccco2)cc1	-12	4	22	5	-10	6	2	-14	1	10	20
27	CC(=O)Nc1ccc(Br)c2ccccc12	6	5	5	0	2	-1	-8	-8	-14	5	-15
28	CCC(=O)N1CCC1(C)C(=O)Nc1ccc(OC(F)F)cc1 (configuration not stated)	-17	-4	10	-3	4	/	/	-5	24	-4	-2
29	Cc1cc(OCc2nn[nH]n2)c2c(C)c(CC(=O)O)c(=O)oc2c1	15	-2	-8	-3	-10	4	1	-10	9	-10	2
30	CCN1CCN(C(=O)c2ccccc2NC(=O)c2ccc(Cl)cc2)CC1	10	1	-17	-1	-14	2	7	-1	10	2	-13
31	NC(=O)CC[C@H](NC(=O)[C@H](Cc1ccccc1)n1c(=O)[nH]c2ccccc2c1=O)C(=O)N1CCC[C@H]1C(=O)O	4	-1	21	-6	-17	-5	5	-3	17	-2	-20
32	O=C(CN1CCN(Cc2ccccc2Cl)C1=O)NCc1ccco1	-6	-7	6	7	-1	-6	-6	1	17	-12	-3
33	Cc1nnc(SCC(=O)N/N=C/c2cn(-c3ccccc3)nc2-c2ccccc2)n1-c1ccccc1	-31	27	4	-10	23	8	3	0	-22	-20	-53
34	Cc1cc(C(=O)CSCCCn2c(=O)[nH]c3ccccc32)c(C)n1C	6	11	9	1	8	1	-6	-6	8	21	6
35	O=C(Nc1ccccc1)[C@@H]1CC=C[C@@H]2CCN(Cc3ccccc3)C(=O)[C@@H]21	-14	-6	0	1	-13	-5	-5	7	-12	8	21
36	COC(=O)c1ccc(-c2c(-c3ccccc3)ncc3cc(OC)c(OC)cc23)cc1	9	-36	-7	-7	-4	-1	-4	-14	11	6	7
37	O=C(c1cc(N2CCOCC2)c(F)cc1[N+](=O)[O-])N1CCOCC1	0	-3	-6	16	7	-18	-2	-4	11	4	19
38	CN(C)c1ccc(C(=O)Nc2cccc(S(=O)(=O)NC3=NCCCCC3)c2)cc1	-18	1	-29	-43	-46	7	-2	-2	0	27	-3
39	Cc1c(C(=O)N(Cc2nccn2C)C(C)C)oc2c(F)cccc12	11	-13	3	0	-30	7	-1	-13	9	-25	2
40	CN(C(=O)c1cccc(NC(=O)Cc2ccc([N+](=O)[O-])cc2)c1)C1CC1	16	-14	1	-4	-7	1	-6	-1	18	7	-18
41	COC(=O)c1ccc(CSc2ccc3nnc(-c4ccccn4)n3n2)o1	7	-1	9	-9	-6	-1	-8	-5	-9	-15	-10
42	CCN(CC)C(=O)CSc1nnc([C@@H](N)Cc2ccccc2)o1	8	1	17	7	-9	2	4	-3	-5	-34	10
43	CCCOC1CCCN(C(=O)CCCn2nnnc2CN2CCOCC2)C1 (configuration not stated)	-14	1	12	-10	-4	-1	3	-2	0	-3	-15
